BaF3 tox – parental Ba/F3 cell viability inhibition, counter-screen for JAK2V617F inhibitor project, murine pro-B, CellTiter-Glo luminescence | 220,000 tested, 1.1% active | CellTiter-Glo ATP luminescence | AID 1486, 2009 | inhibition, % at 5.6 µM;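 active = inhibition above a per-campaign cutoff, the mean inhibition of all tested compounds plus 3 SD, cut at about 27% in these data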;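 note: 0% = DMSO wells and 100% = JAK Inhibitor I control wells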
Ba/F3 V617F tox – reduced viability of JAK2V617F-dependent Ba/F3 cells, primary screen, JAK2V617F inhibitor project, cell-based, Ba/F3 EpoR-JAK2V617F, luminescence | ATP luminescence | inhibition, % at 5.6 µM | 220,000 tested, 1.1% active;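 active = inhibition above the campaign mean plus 3 SD over all tested compounds, cut at about 24% in these data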;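 note: cytokine-independent growth of Ba/F3 cells driven by EpoR plus mutant JAK2; 0% = DMSO-treated cells and 100% = JAK inhibitor I control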
eIF4E-4G inh – eIF4E–eIF4G protein interaction inhibitors, primary screen, biochemical, uHTS, TR-FRET, eIF4GI fragment; Eukaryotic translation initiation factor 4E (Mus musculus) + Eukaryotic translation …; TR-FRET eIF4E-eIF4GI(517-606) binding, 2 h; inhibition, % at 21.7 µM; 220,000 tested, 0.37% active;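 active = inhibition above about 30%, limit read from the data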;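 note: 0% = full FRET control wells and 100% = background wells lacking eIF4GI fragment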
S1P4 ag – S1P4 receptor agonists, primary screen, cell-based; S1P4-expressing cell line, agonist reporter assay; AID 1509, 2009; 220,000 tested, 0.35% active; activation, % at 4.98 µM; in the data active = activation above about 11%;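 note: 0% = DMSO vehicle and 100% = reference agonist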
Target sequence (O95977 whole entry, looked up): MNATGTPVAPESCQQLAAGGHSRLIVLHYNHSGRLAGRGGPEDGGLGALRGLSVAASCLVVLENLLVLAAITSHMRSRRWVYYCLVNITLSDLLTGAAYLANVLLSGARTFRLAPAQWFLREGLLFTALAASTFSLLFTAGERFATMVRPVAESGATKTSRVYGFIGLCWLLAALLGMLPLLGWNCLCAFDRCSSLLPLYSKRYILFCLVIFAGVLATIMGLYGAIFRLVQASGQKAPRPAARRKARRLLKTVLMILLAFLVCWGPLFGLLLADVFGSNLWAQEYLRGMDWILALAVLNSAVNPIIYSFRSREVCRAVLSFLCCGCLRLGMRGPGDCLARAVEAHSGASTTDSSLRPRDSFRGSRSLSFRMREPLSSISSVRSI
S1P4 antag – S1P4 receptor antagonists, primary screen, cell-based | AID 1510, 2009 | inhibition, % at 4.98 µM | 220,000 tested, 0.26% active | S1P4-expressing cells, antagonist mode, reporter read-out; in the data active = inhibition above about 29%;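 note: 0% = wells stimulated with agonist and 100% = vehicle wells without agonist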
PERK inhibitor – block of dimerizer-induced PERK translation repression, primary screen, PERK inhibitor project, CHO PERK-DD cells, SEAP luminescence, HTS. Eukaryotic translation initiation factor 2-alpha kinase 3 (Homo sapiens), Q9NZJ5. CHO PERK-DD fusion, SEAP luminescence translation reporter. inhibition, % at 5.6 µM. 220,000 tested, 0.17% active. AID 1416, 2008;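 active = inhibition above the mean inhibition of all tested compounds plus 3 SD, set separately per screening campaign, cut at about 2.9% in these data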;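 note: PERK kinase domain activated by AP20187 dimerizer at 100 nM; 0% = DMSO with dimerizer and 100% = rapamycin at 8.4 µM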
Wee1 degr inh – Wee1 degradation inhibitors, primary screen, cell-based, HeLa, Wee1K328M-luciferase, luminescence | HeLa Luc-Wee1K328M stability; 100% = proteasome inhibitor MG132 effect | reporter increase, % at 5 µM | 220,000 tested, 1.2% active | AID 1321, 2008;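 active = activation above the mean of all tested compounds plus 3 SD, set per screening run, cut at about 8.8% in these data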;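 note: cells exposed to compound for 20 h before luminescence read; 0% = DMSO alone and 100% = MG132 at 30 µM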
NPY2 pot ag – NPY-Y2 potentiators or agonists, primary screen, cell-based; cells expressing NPY-Y2, potentiator/agonist read-out; 220,000 tested, 0.45% active; activation, % at 3.6 µM; in the data active = activation above about 27%;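 note: cells stimulated with NPY near EC25 plus isoproterenol at EC100; 0% = vehicle plus submaximal agonist and 100% = vehicle plus saturating agonist; some results beyond the cut were filed as inactive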
Mdm2 ligase inh – MDM2-luciferase reporter signal enhancers, primary screen, MDM2 E3 ligase inhibitor project, cell-based, luminescence, 1536-well; signal enhancement, % at 5 µM; E3 ubiquitin-protein ligase Mdm2 (Homo sapiens), Q00987; cell-based MDM2 ubiquitination luciferase reporter, 2 h; 0 = plate control, 100 = twice control, blank-subtracted; 210,000 tested, 0.11% active;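 active = signal enhancement of 30% or more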;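 note: luminescence tracks abundance of the self-degrading MDM2-luciferase fusion protein; higher signal means inhibition of MDM2 E3 ligase activity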
Target sequence (Q00987 whole entry, looked up, the tested form may be a part): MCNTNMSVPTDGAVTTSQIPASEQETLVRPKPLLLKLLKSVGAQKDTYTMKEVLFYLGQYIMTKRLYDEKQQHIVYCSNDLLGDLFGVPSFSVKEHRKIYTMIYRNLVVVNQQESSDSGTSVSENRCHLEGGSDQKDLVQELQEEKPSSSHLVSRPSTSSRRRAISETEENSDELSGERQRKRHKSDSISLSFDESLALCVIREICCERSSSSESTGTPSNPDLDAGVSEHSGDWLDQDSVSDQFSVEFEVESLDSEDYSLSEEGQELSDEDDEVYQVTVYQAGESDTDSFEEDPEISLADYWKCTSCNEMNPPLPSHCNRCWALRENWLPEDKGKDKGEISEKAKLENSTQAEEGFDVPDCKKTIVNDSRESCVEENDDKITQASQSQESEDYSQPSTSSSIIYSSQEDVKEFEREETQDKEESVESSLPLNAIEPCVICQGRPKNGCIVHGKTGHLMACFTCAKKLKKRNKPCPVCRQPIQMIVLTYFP
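System: stable MDM2–luciferase fusion reporter cells / Input: 2000 cells seeded into each well / Schedule: 4 h settle plus 2 h compound, 37 °C / Compound: single-point 5 µM / Buffer or medium: cells held in DMEM / Benchmarks: control and blank well means / Evaluation: percent signal gain over controls, blank-subtracted / Measured by: luciferase luminescence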
* hit, by the source's call; nt = not tested or not shown; [ ] = remark or other dose.

SMILES | BaF3 tox | Ba/F3 V617F tox | eIF4E-4G inh | S1P4 ag | S1P4 antag | PERK inhibitor | Wee1 degr inh | NPY2 pot ag | Mdm2 ligase inh
O=C(COC(=O)c1ccc(Cl)cc1O)Nc1cccnc1Cl | 3 | -3 | 0 | 1.0 | 0 | 1.3 | -2 | 20 | 3
CS(=O)(=O)N(CC(=O)NCc1ccncc1)c1cc(Cl)ccc1Cl | -1 | 0 | 5 | 0.8 | -31 | 0.6 | -4 | 0 | 10
O=C(Nc1ccc(F)cc1)N1CCN(c2ccc(F)cc2)CC1 | 5 | 0 | -1 | 1.1 | -44 | -0.1 | -1 | 10 | -10
COC(=O)c1cccc(NC(=O)c2cnoc2C)c1 | 4 | 3 | 0 | 3.1 | -5 | -0.3 | -1 | -11 | nt
COCCn1c(SCC(=O)Nc2ccc3c(c2)OCCO3)nc2c(c1=O)SC(C)C2 (stereo not drawn) | -4 | -6 | 0 | 1.5 | 1 | 0.2 | 4 | 8 | -19
Oc1ccc(C(=S)N2CCN(Cc3ccccc3)CC2)cc1 | -6 | 0 | 3 | 0.5 | -5 | 1.6 | 1 | 14 | nt
O=C(COC(=O)c1ccccc1Oc1ccccc1)NCc1ccco1 | 3 | -1 | 0 | -0.2 | -7 | 1.0 | 1 | -6 | -7
Cc1ccc(-c2csc3ncnc(-n4nc(C)cc4N)c23)cc1 | 0 | 1 | 0 | 0.1 | 5 | -0.7 | -1 | 4 | -15
CCC(C)(C)C1CCC(=NNc2nc3ccccc3[nH]2)CC1 (stereo not drawn) | 4 | -4 | -7 | 0.7 | -4 | 0.6 | 2 | 1 | -1
COC(=O)c1sccc1NC(=O)CC1C(=O)NCCN1C(=O)Nc1cc(Cl)ccc1OC (stereo not drawn) | 1 | 4 | -13 | -4.9 | 12 | -1.5 | 8.9* | -7 | 2
O=C(Nc1ccc(N2CCOCC2)cc1)c1cccc(S(=O)(=O)N2CCCC2)c1 | 5 | -2 | 1 | 0.8 | -12 | 0.2 | -1 | 1 | 10
Cc1[nH]c2ccccc2c1C(=O)CSC(=S)N(C)C1CCCCC1 | -3 | -4 | -1 | 1.2 | -18 | -0.3 | 0 | 12 | nt
CCCCCn1c(=O)c(C(=O)OCC)c(O)c2ccccc21 | 4 | -1 | -3 | 0.9 | -10 | 0.8 | 5 | 5 | -1
Cc1ccc(S(=O)(=O)Nc2ccc(N3CCOCC3)cc2)cc1 | 6 | -2 | -7 | -2.3 | -2 | 0.5 | -1 | 9 | -13
Cc1cccc(S(=O)(=O)Nc2ccc3c(c2)OCCO3)c1 | 5 | -1 | 0 | -1.7 | -19 | 2.1 | -1 | 0 | -7
C/C(N)=C(/C#N)C(=O)CSc1nc2cc(Cl)ccc2c(=O)n1-c1ccc(C)cc1 | 5 | 4 | 1 | 0.8 | 0 | -0.8 | 1 | -2 | -11
CCCCCCCCNC(=O)C(CCC(=O)OCc1ccccc1)NC(C)=O (stereo not drawn) | 8 | 8 | -6 | 1.6 | -9 | -2.3 | 5 | -30 | -18
CCOc1ccc(Nc2nc3ccccc3n3nnnc23)cc1 | -1 | -5 | -3 | 0.3 | -22 | 1.4 | 2 | -5 | -9
COc1ccc(OC)c(N(CC(=O)NCc2cccnc2)S(C)(=O)=O)c1 | 1 | -5 | 6 | 0.2 | -8 | 0.8 | 1 | 5 | -18
CCn1c(SCC(=O)Nc2c(C)n(C)n(-c3ccccc3)c2=O)nnc1-c1cccc(C)c1 | 0 | -5 | -10 | -2.3 | 4 | 0.6 | -3 | -7 | 1
Cc1cc(N2CCN(C(=O)c3ccco3)CC2)n2nc(C)nc2n1 | 7 | -2 | 3 | 0.9 | -2 | 0.8 | 2 | 10 | nt
CCn1c(Cc2ccccc2)nnc1SCC(=O)Nc1nc(C)cs1 | 2 | 1 | -1 | -0.2 | -10 | 0.1 | 0 | 10 | -1
Cc1ccccc1NC(=O)c1cc(S(=O)(=O)N2CCOCC2)ccc1F | 6 | -2 | 1 | 0.1 | -8 | 1.0 | 3 | 10 | 0
CC1Cn2c(nc3c2c(=O)[nH]c(=O)n3C)O1 (stereo not drawn) | -1 | -3 | 1 | 1.5 | -9 | 0.6 | 0 | -40 | -30
CCOC(=O)C1CCN(c2cc(=O)n(-c3ccc(OC)cc3)c(=O)[nH]2)CC1 | 9 | -1 | 3 | -1.9 | -3 | 1.8 | -1 | 7 | -22
COc1cccc(/C=N/NC(=O)CCNc2n[nH]c(=O)[nH]c2=O)c1OC | 7 | 0 | -2 | 1.1 | -1 | 0.3 | 5 | -11 | -38
Cc1nnc2ccc(-c3ccc(NS(C)(=O)=O)cc3)nn12 | 13 | 1 | 1 | 1.5 | -17 | 2.7 | -2 | 2 | -8
Clc1ccc(Cl)c2sc(N3CCCC3)nc12 | 4 | -2 | 4 | 0.7 | 3 | 1.4 | -1 | 1 | -6
N#CCSc1ncnc2c1cnn2CCO | -3 | 0 | -9[fluorescence artefact?] | 0.3 | 0 | 0.7 | -3 | -1 | -6
NC(N)=Nc1nc2cc([N+](=O)[O-])ccc2o1 | 1 | -2 | 1 | -0.3 | -19 | -0.8 | 1 | 3 | 1
COC(=O)c1ccc(/C=N/NC(=O)CC(=O)NCC(C)C)cc1 | 9 | 7 | -3[fluorescence artefact?] | -0.6 | 4 | -1.0 | -1 | -8 | -29
Cc1nc(N2CCOCC2)[nH]c(=O)c1C | 3 | -2 | 1 | -0.1 | -4 | 0.7 | 0 | 12 | 2
COc1ccccc1CNC(=O)C(C)NS(=O)(=O)c1ccc(C)cc1 (stereo not drawn) | 8 | 6 | -14[fluorescence artefact?] | -3.3 | 16 | -0.3 | -1 | -3 | -1
O=C(O)CCC(=O)NNc1ncnc2ccccc12 | 10 | -2 | -1 | -0.3 | -4 | 0.8 | -3 | -8 | -45
O=C(CN1C(=O)NC2(CCc3ccccc3C2)C1=O)Nc1ccc(Cl)cc1F (stereo not drawn) | 3 | -1 | 0 | 1.0 | -14 | -0.8 | -4 | -19 | 7
O=c1[nH]c(CN2CCN(S(=O)(=O)c3cccs3)CC2)nc2c(Br)cc(Br)cc12 | -1 | -2 | -10 | -0.5 | -24 | 0.5 | 1 | 15 | 10
O=C1CCCC2=C1C1(CCCC1)N=C(Nc1nc3ccccc3s1)N2 | 1 | 1 | 2 | 1.4 | -12 | -0.5 | 0 | 5 | -8
Cc1ccc(-n2c(Cc3cccn3C)nnc2SCC(=O)NCc2ccc3c(c2)OCO3)cc1 | 4 | -3 | 2 | 0.2 | 5 | 0.1 | 0 | -6 | -16
O=C(NCCCn1ccnc1)c1csc2ccccc12 | 2 | -1 | -4[fluorescence artefact?] | -0.4 | -8 | -0.7 | -2 | -7 | -7
CC(C)N1CCN(Cc2cccn2-c2ccccn2)CC1CCO (stereo not drawn) | 3 | -1 | -1 | -1.0 | -1 | 2.5 | 3 | -18 | -2
Cc1ccc(N(CC(O)Cn2nc(C)cc2C)S(=O)(=O)c2ccc3ccccc3c2)cc1 (stereo not drawn) | 5 | -3 | -6 | 0.5 | -5 | -0.1 | -2 | 8 | 5
CC(C)NS(=O)(=O)c1ccc(OCC(=O)NCC2CCCO2)c(Cl)c1 (stereo not drawn) | 2 | -2 | -5 | 1.8 | -19 | 0.1 | 0 | 8 | -14
O=C(CCOc1ccccc1)Nc1ccc([N+](=O)[O-])cc1 | 7 | 2 | -1 | 2.0 | -13 | 0.4 | -1 | 12 | -1
COC(=O)Cn1c(=O)c2c(nc(Br)n2Cc2ccccc2Cl)n(C)c1=O | 4 | -2 | 1[fluorescence artefact?] | -0.5 | -9 | 0.2 | 0 | -12 | 12
CC1CC(NC(=O)c2ncn[nH]2)CC(C)(C)C1 (stereo not drawn) | 1 | 3 | -4 | 2.0 | -3 | -0.5 | -1 | -2 | 7
O=c1c2ccccc2c(-c2ccccc2)nn1Cc1ccccc1 | -2 | -1 | 5[fluorescence artefact?] | -0.5 | -27 | 0.4 | 3 | -5 | -8
Cc1ccc(CNC(=O)COC(=O)c2ccc(Cl)c(N)c2)cc1 | 4 | -2 | -4 | -1.4 | -5 | 0.4 | 6 | -6 | nt
COc1cccc(NC(=O)N2CCN(c3nnnn3-c3ccccc3)CC2)c1 | -1 | 0 | 3 | -1.6 | -11 | 1.4 | 0 | 9 | -15
COc1ccccc1CNC(=O)C1CCN(c2nc3ccccc3o2)CC1 | 6 | 5 | -1 | -0.8 | 26 | 0.0 | 4 | 0 | -4
COc1ccc(/C=c2/sc3n(c2=O)C(c2ccccc2OC)C2=C(N=3)c3ccccc3CC2)cc1O (stereo not drawn) | 29* | 11 | -2 | -3.8 | 33* | -0.2 | 3 | 36* | -6

(continued)
SMILES | BaF3 tox | Ba/F3 V617F tox | eIF4E-4G inh | S1P4 ag | S1P4 antag | PERK inhibitor | Wee1 degr inh | NPY2 pot ag | Mdm2 ligase inh
O=C(C(c1ccccc1)c1ccccc1)N1CCC(c2nc(-c3ccccc3Cl)no2)CC1 | 2 | -3 | -1[fluorescence artefact?] | 1.1 | -4 | 0.0 | -1 | -16 | 1
Cc1sc(NC(=O)c2ccccc2)c(C#N)c1-c1ccccc1 | 9 | 4 | -6 | 0.7 | -21 | -1.1 | 8 | 15 | -6
COC(=O)c1c(C)noc1-c1snnc1C | 1 | -2 | -3 | 0.0 | 12 | 0.8 | 0 | -3 | -9
CCN(CC)C(=O)CSc1nc2cc3c(cc2c(=O)n1CCCC(=O)NCc1ccc(OC)cc1)OCO3 | 4 | 2 | 1 | -1.1 | -7 | 1.0 | 2 | -9 | -7

Assay outcomes as filed in PubChem BioAssay.

Rows are unselected; any-hit rate near 4.1%.
